Screening data as filed in PubChem.
PKM2 act = increases activity of human pyruvate kinase M2 | 0.34% of 260,000 active | purified PKM2, Kinase-Glo ATP luminescence, activation; response scale: 0% is enzyme alone, no compound | P14618 | Potency, µM (highest dose often 57.5 µM), for the others: top-dose activation, hits mostly activators; also: potency is read from the fitted curve at half-maximal effect; % is scaled to controls: 0 for no effect and ±100 for the full control effect; nearly all actives have a fitted effect of over 55% in size
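Purified hPK-M2 (>95% pure) converted ADP (0.1 mM final) to ATP with 0.5 mM PEP in 50 mM imidazole pH7.2, KCl, MgCl2, Tween 20, BSA; 1 h at room temperature. ATP detected by Kinase-Glo luminescence.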
Mito fusion act = inhibitors of mitochondrial division or activators of mitochondrial fusion | AID 485298 | 0.23% of 320,000 active | S. cerevisiae fusion-defective mutant growth rescue, CellTiterGlo 48 h | Potency, µM (titrated, usually from 46.1 µM), for inactives: at the top dose growth rescue (activation), usual class: activators;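 also: potency is read from the fitted curve at half-maximal effect; % of control where 0% means no effect; nearly all actives have a fitted effect of over 45% in size; temperature-sensitive fusion mutants such as fzo1-1 at 37 °C on non-fermentable ethanol glycerol medium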
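Compounds are tested for their ability to restore growth of mitochondrial fusion-defective yeast strains at non-permissive 37C in YPEG medium over 48 hours. Viability is quantified by luciferase luminescence.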
S-ASM inh = blocks human secretory acid sphingomyelinase. P17405. placental ASM, HMU-PC fluorogenic substrate, 60 min. Potency, µM (titrated, usually from 57.5 µM), inactives show top-dose activity change, negative = inhibition, actives largely listed as inhibitors. 0.006% of 340,000 active. AID 504937; also: potency is read from the fitted curve at half-maximal effect
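Human placenta-derived ASM enzyme was preincubated with compound for 10 minutes at room temperature, then given fluorogenic substrate HMU-PC0 (9 uM final) for 60 minutes at 37 °C; a pH 10 stop preceded fluorescence reading at Ex 386/Em 447 nm.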
MBNL1 CUG block = blocks human MBNL1 binding to CUG repeat RNA; Q9NR56; TR-FRET MBNL1-His/biotin-(CUG)12 binding, 665/545 ratio; Potency, µM (titrated, usually from 57.5 µM), for inactives: at the top dose activity change, negative = inhibition, hits mostly inhibitors; 0.036% of 280,000 active; active = well fitted inhibition curve with a large enough effect in the signal ratio, with a control signal flat, not every such curve was filed as active; inconclusive = small, poorly fitted or top-dose-only effect, or effect the other way, or a change in a side signal; inactive = no such curve, though single readings can be large or run the other way; the % refers to the signal ratio; also: potency is read from the fitted curve at half-maximal effect; % is scaled to controls: 0 for no effect and ±100 for the full control effect
Target sequence (Q9NR56 whole entry, looked up): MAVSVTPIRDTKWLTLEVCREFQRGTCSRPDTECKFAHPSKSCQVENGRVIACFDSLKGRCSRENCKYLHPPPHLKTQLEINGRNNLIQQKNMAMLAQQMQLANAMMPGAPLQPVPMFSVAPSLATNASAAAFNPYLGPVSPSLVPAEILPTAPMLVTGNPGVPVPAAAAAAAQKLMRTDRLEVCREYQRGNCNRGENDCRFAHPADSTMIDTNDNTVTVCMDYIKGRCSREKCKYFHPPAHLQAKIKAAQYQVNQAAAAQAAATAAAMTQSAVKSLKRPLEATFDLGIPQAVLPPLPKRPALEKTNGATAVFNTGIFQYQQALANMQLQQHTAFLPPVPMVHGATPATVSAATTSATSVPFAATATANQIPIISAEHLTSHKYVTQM
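Compound titration spanned 92 nM–58 uM against the MBNL1-His/biotin-(CUG)12 complex. After 60 min at room temperature with 5 nM streptavidin-XL665 and 0.055 ng/ul terbium anti-His, ratiometric 665/545 nm emission (Ex 340 nm) normalized to controls.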
Menin-MLL TR inh = inhibitors of human menin-MLL interaction, mutant MLL peptide. Menin + Texas Red MLL mutant peptide, fluorescence polarization. 0.23% of 270,000 active. O00255. Potency, µM (top dose mostly 61.6 µM), without a hit: at the highest dose FP activity change, negative = inhibition, usual class: inhibitors. AID 1768; active = well fitted inhibition curve with a large enough effect in the polarisation, with a control signal flat, not every such curve was filed as active; inconclusive = small, poorly fitted or top-dose-only effect, or effect the other way, or a change in a side signal; inactive = no such curve, though single readings can be large or run the other way; the % refers to the polarisation; also: potency is read from the fitted curve at half-maximal effect; % of control where 0% means no effect; many of its hits are not listed in these tables
TSHR antag = blocks TSH signaling through the human TSH receptor | P16473 | TSHR-expressing cells, TSH-stimulated cAMP HTRF, 2 h; stronger effect = lower value | activity change, negative = inhibition, % at 11.5 µM | 0.2% of 330,000 active;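 active = activity change below a set negative limit, meaning inhibition stronger than a set level, cut at about -70% in these data; inconclusive = activity change between two set negative limits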; also: % is scaled to controls: 0 for no effect and ±100 for the full control effect
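Inhibition of cAMP made by TSHR-expressing cells under TSH stimulation (4nM final, EC80; 2 h, 37 deg C) is quantified with a one-step lysis HTRF kit, anti-cAMP cryptate versus cAMP-d2.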
KCNH2 WT inh = KCNH2 (human, wildtype) channel inhibition; Q12809; U2OS, BacMam KCNH2, thallium flux FluxOr; stronger effect = lower value; activity change, % at 1.84 µM; 0.37% of 340,000 active; AID 720551;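 active = maximum activity change below -70%; inconclusive = maximum activity change between -70% and -50%; inactive = maximum activity change above -50%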; also: % is scaled to controls: 0 for no effect and ±100 for the full control effect
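U2OS cells were transduced with wild-type KCNH2 virus (2.03 x 10^8 / mL) for 4 h at room temperature, then cultured overnight at 37 C. Thallium flux was read with FluxOr dye. Rate constants were normalized to DMSO controls.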
Chronic BCR inh = chronic active BCR signaling inhibition; Potency, µM (highest dose often 46.1 µM), for inactives: at the top dose ratio change, negative = lower green/red ratio, hits mostly inhibitors; ABC-DLBCL IkBa-CBG/CBR reporter, luminescence ratio, 4 h; 0.05% of 340,000 active; active = well fitted inhibition curve with a large enough effect in the signal ratio, with a control signal flat, not every such curve was filed as active; inconclusive = small, poorly fitted or top-dose-only effect, or effect the other way, or a change in a side signal; the % refers to the signal ratio;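 also: potency is read from the fitted curve at half-maximal effect; plate controls were basal doxycycline-induced cells for no effect and cells given 10 µM MG132 for full effect; MG132 reads +100%, hits lower the ratio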
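Cell line TMD8 (human ABC DLBCL), stably expressing tet-inducible CBG68-IkBa fusion and CBR; IMDM/0.5% FBS; cpd up to 46 uM; dox induction, 4 h, 37C/5% CO2; dual luminescence; green/red ratio; MG132 control.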
GALK inhibitor = blocks human galactokinase activity. P51570. Potency, µM (highest dose often 57.5 µM), for inactives: top-dose activity change, negative = inhibition, hits mostly inhibitors. 0.007% of 270,000 active. Purified GALK, Kinase-Glo residual ATP luminescence; also: potency is read from the fitted curve at half-maximal effect; % is scaled to controls: 0 for no effect and ±100 for the full control effect
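GALK at 5 nM final was combined with compound, 35 uM ATP and 100 uM galactose in HEPES pH8.0 with MgCl2 and DTT. The reaction ran one hour at room temperature before luminescent ATP detection.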
USP2a block = inhibitors of human ubiquitin-specific protease USP2a; O75604; USP2 core, Ub-CHOP2 coupled fluorogenic reporter, 485/531; Potency, µM (titrated, usually from 38.3 µM), for inactives: at the top dose activity change, negative = inhibition, actives largely listed as inhibitors; 0.01% of 330,000 active; AID 463254;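 also: potency is read from the fitted curve at half-maximal effect; plate controls were DMSO wells for no effect and full inhibition by NEM control for full effect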
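Cell-free coupled assay: 10nM USP2 core preincubated 30min RT with compound in Tris-HCl pH 8.0/CaCl2/CHAPS buffer, then 25nM Ub-CHOP2 and 25nM reporter substrate; fluorescence (Ex 485/Em 531) read after 60min RT, normalized to NEM inhibition, concentration-response curves fitted.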
Eya2 phos inh = blocks the phosphatase activity of human Eya2. O00167. recombinant Eya2, OMFP fluorescence dephosphorylation (OMFP is methylfluorescein phosphate). Potency, µM (highest dose often 76.9 µM), inactives show top-dose activity, negative = inhibition, most hits filed as inhibitors. 0.006% of 330,000 active. AID 488837; also: potency is read from the fitted curve at half-maximal effect; % is scaled to controls: 0 for no effect and ±100 for the full control effect
Target sequence (O00167 whole entry, looked up): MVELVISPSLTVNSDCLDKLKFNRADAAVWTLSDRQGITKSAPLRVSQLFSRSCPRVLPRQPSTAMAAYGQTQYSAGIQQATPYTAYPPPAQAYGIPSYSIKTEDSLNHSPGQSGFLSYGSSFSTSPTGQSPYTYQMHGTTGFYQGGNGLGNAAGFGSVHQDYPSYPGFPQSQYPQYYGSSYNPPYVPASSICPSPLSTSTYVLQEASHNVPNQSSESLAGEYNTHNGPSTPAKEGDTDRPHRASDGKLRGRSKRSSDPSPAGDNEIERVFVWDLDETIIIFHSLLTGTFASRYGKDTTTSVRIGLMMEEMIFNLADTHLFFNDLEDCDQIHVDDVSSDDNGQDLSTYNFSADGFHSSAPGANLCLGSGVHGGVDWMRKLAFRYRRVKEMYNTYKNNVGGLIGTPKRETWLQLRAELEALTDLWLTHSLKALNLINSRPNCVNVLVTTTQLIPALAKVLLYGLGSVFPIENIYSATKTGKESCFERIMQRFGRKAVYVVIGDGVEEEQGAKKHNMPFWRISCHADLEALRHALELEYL
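Eya2 protein (added as 0.2 uM solution) was preincubated with compound for 10 min at ambient temperature in 50 mM HEPES pH 7.5, 50 mM NaCl, 5 uM MgCl2, 0.05% BSA, 1 mM DTT. OMFP (added at 50 uM) then reacted 10 min; fluorescence read at 485/525 nm.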
An asterisk follows results filed as active; ? = inconclusive; / = no result given; [ ] = dose if it differs, or a comment. Unless noted, calls follow the shape of the dose curve; as a rule, active = well fitted curve in the direction sought with a large enough effect; inconclusive = small, poorly fitted or top-dose-only effect, or another doubt; inactive = no such curve, though single readings can be large; an effect the other way counts as inactive or inconclusive. These rows are one share of the data (hit frequency here may not be typical).

SMILES | PKM2 act | Mito fusion act | S-ASM inh | MBNL1 CUG block | Menin-MLL TR inh | TSHR antag | KCNH2 WT inh | Chronic BCR inh | GALK inhibitor | USP2a block | Eya2 phos inh
CCOc1ccc(CNC(=O)Cn2nc(C)n3nc(-c4ccccc4)cc3c2=O)cc1 | / | 1% | 8% | 2% | / | -6 | -25 | 0% | -1% | 1% | 0%
Nc1c(C(=O)O)sc2nc(-c3ccccc3)cc(-c3ccc(F)cc3)c12 | -2% | 11% | 2% | / | / | -15 | -5 | 8% | -5% | 2% | 0%
CC1=CC(c2ccccc2)n2nc(NC(=O)CCCC(=O)O)nc2N1 (stereo not drawn) | / | -4% | 378%[activator] | -1% | -14% | 8 | -2 | ? | / | 3% | -21%
COc1ccc2c(c1)c(C)cc[n+]2Cc1ccccc1 | 8% | 1% | 47%[activator] | ? | -1% | -4 | -1 | -4% | -3% | -2% | 5%
CC(C)C(=O)Nc1c(-c2ccccc2Cl)c(=O)c2ccccc2n1C | / | 12% | 3% | 4% | 13% | 1 | -12 | 7% | / | 1% | -23%
COc1ccc2nc(C)cc(C(=O)O)c2c1 | -8% | 0% | 14% | -6% | 2% | 2 | -1 | 1% | 0% | 5% | 5%
CC(C)n1c(N2CCN(C(=O)Nc3ccccc3)CC2)nc2ccccc21 | 1% | 0% | 0% | 0% | -20% | -2 | 7 | -11% | -4% | 2% | 4%
O=C(CCN1C(=O)/C(=C/c2cccs2)SC1=S)Nc1ccc(C(=O)O)c(O)c1 | / | -6% | 1% | ? | / | -21 | 21 | 2% | -2% | 2% | 5%
O=C(Cc1ccc([N+](=O)[O-])cc1)Nc1nnc(C2CC2)s1 | -2% | -1% | 3% | 0% | 5% | 10 | -5 | 0% | 0% | 3% | -14%
Cc1ccc(-n2nnnc2SCC(=O)c2c(N)n(C3CC3)c(=O)[nH]c2=O)cc1 | / | -5% | -2% | / | / | -14 | 8 | 2% | / | 2% | -4%
C[C@H](NCc1c[nH]c2ccccc12)c1ccccc1 | 1% | -4% | -1% | -5% | ? | -1 | 1 | 3% | -3% | -1% | -8%
CCCc1ccc2oc(C(=O)N3CCCC3)c(C)c2c1 | 0% | -3% | -3% | 9% | -21% | 19 | -25 | ? | 2% | -3% | 7%
CC(=O)Nc1ccc2nc(NC(=O)COc3ccccc3Cl)sc2c1 | / | -1% | 4% | 22% | 17% | -2 | -9 | -9% | 1% | 0% | 1%
CCn1c(SCC(=O)Nc2cccc(C)n2)nc2c1c(=O)n(C)c(=O)n2C | -7% | -1% | 0% | -6% | -22% | -4 | 5 | 0% | 6% | -2% | 11%
COc1cc(NC(=O)c2ccc3c(c2)OCCO3)ccc1NC(=O)c1cccs1 | -5% | 12% | -3% | -1% | -10% | -3 | 4 | 10% | 2% | 1% | 6%
NC(=O)NCc1ccccc1F | -11% | 0% | 0% | -3% | -9% | -7 | 0 | 0% | 0% | 0% | 9%
COC(=O)c1sccc1OCc1cccc(OC)c1 | 5% | -1% | -1% | 3% | 12% | 5 | 4 | ? | 1% | 3% | 14%
O=C(CN1CCc2ccccc2C1)NCC(=O)Nc1ccc(F)cc1 | 1% | 3% | 1% | -9% | 1% | 0 | 1 | ? | 0% | 0% | 9%
Cc1ccc2[nH]cc(CCNC(=O)C3CCCCC3)c2c1 | 5% | -1% | -1% | 3% | -5% | -12 | -3 | 8% | -4% | 2% | -3%
O=C(O)CNC(=S)N(Cc1ccccc1)Cc1cccnc1 | -27% | -2% | -2% | 0% | 6% | -1 | 2 | -2% | 11% | -1% | 13%
COc1ccc(Cl)cc1NC(=O)Nc1ccccc1SC | -15% | 12% | 4% | 2% | ? | -10 | -5 | 2% | 0% | 4% | -11%
CC(C)N(Cc1nc2ccccc2c(=O)[nH]1)C(=O)c1ccc(NC(=O)CSc2nnnn2C)cc1 | / | -2% | -3% | / | / | 7 | 12 | 4% | / | 1% | -9%
CCOC(=O)c1ccc(NC(=O)c2nc[nH]c2C(=O)N(CC)CC)cc1 | -2% | -2% | -4% | 5% | / | 25 | 3 | 0% | 0% | 2% | -5%
CCC(C)c1ccc(NC(=O)COC(=O)c2nc3nccc(C)n3n2)cc1 (stereo not drawn) | 1% | 1% | 2% | -1% | 5% | 3 | 3 | -1% | 1% | 0% | -4%
COc1ccc(OCC(=O)NNC(=O)C(=O)Nc2cc(OC)ccc2OC)cc1 | / | 1% | 3% | -1% | / | -5 | -7 | -2% | 4% | 1% | 2%
SMILES | PKM2 act | Mito fusion act | S-ASM inh | MBNL1 CUG block | Menin-MLL TR inh | TSHR antag | KCNH2 WT inh | Chronic BCR inh | GALK inhibitor | USP2a block | Eya2 phos inh
O=C(COc1ccc(C(=O)c2ccc(F)cc2)cc1)Nc1cccc(S(=O)(=O)N2CCOCC2)c1 | / | / | -16% | / | / | -20 | 18 | ? | / | -9% | -21%
N#CC1=C(N)OC2=C(C(=O)CCC2)C12CCC1(CC2)OCCO1 | 8% | 0% | 6% | -8% | ? | 12 | -5 | 7% | -4% | 0% | 2%
CCOC(=O)N1CCN(S(=O)(=O)c2ccc(C(=O)Nc3sc4c(c3C#N)CCC4)cc2)CC1 | 11% | 1% | 15% | 9% | ? | 14 | -6 | 0% | 2% | 3% | 13%
COc1ccccc1N1CC(C(=O)OCC(=O)c2ccc(F)cc2)CC1=O (stereo not drawn) | -13% | -3% | 2% | -16% | 3% | / | -3 | 0% | 4% | 0% | 0%
CCO[C@H]1OC(C(=O)NCc2ccccc2)=C[C@@H](c2ccccc2)[C@@H]1CCCO | 2% | 3% | 6% | 2% | -7% | 7 | -8 | -1% | 1% | 6% | -15%
CCc1nnc(NC(=O)CCC(=O)N2CCN(Cc3ccc(OC)c(F)c3)CC2)s1 | 0% | 3% | -3% | -8% | ? | 8 | -2 | -12% | 9% | -1% | 1%
CC1Sc2ccccc2N(CC(=O)N(C(C)C)C(C)C)C1=O (stereo not drawn) | 2% | -2% | 7% | -1% | / | 6 | -1 | 13% | -1% | 1% | 1%
CNC(=S)N1N=C(c2ccc(C)cc2)CC1c1cc(OC)ccc1OC (stereo not drawn) | -3% | ? | -5% | 33%[activator] | -5% | -7 | -9 | -2% | 3% | -3% | -1%
NC(=O)c1cc(S(=O)(=O)N2CCOCC2)ccc1Sc1ccccc1N | / | 3% | 5% | / | / | -4 | -8 | 15% | / | -1% | 6%
COc1ccc(Cc2c(O)nc(SCC(C)C)[nH]c2=O)cc1 | -2% | 5% | 6% | -9% | 10% | 3 | 4 | 6% | 3% | 0% | -6%
COc1ccc(C(=O)NCC(=O)N/N=C/c2ccc([N+](=O)[O-])o2)cc1OC | 0% | -6% | -1% | ? | / | 3 | 0 | 8% | -1% | 9% | 8%
Cc1cc(Cl)c(S(=O)(=O)N2CCSCC2)cc1OCC(=O)NC1CCCCC1 | -6% | -8% | 1% | 0% | 2% | -48 | -26 | 5% | 4% | -11% | 5%
Nc1ncnc2c1ncn2[C@@H]1O[C@H](CNCc2ccccc2)[C@@H](O)[C@H]1O | / | / | 7% | / | / | 19 | -2 | ? | / | 3% | -2%
O=C(Nc1cccc([N+](=O)[O-])c1)c1[nH]ncc1Cl | -16% | ? | 4% | ? | 6% | 0 | 1 | 0% | 2% | 2% | -3%
